High-throughput results as filed in PubChem.
E-sel inducer: E-selectin induction in HUVECs, primary screen, imaging, HUVEC, immunofluorescence imaging, single point. AID 686992, 2013. activation, % at 7.58 µM. normalized: neutral wells 0, TNF-alpha wells 100. 260,000 tested, 0.37% active. P16581;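 active means mean E-selectin-positive cell signal at least 10% of the positive control, reached in at least 60% of replicates, without over 20% cell loss; inconclusive means no rule given, readout overlaps actives, possibly toxicity-flagged; inactive means the rest, including those meeting only one limit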;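 further: in these data hits start at about 27%; measured in HUVEC primary endothelial cells; signal is the percent of cells scored E-selectin positive by PE staining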
Target sequence (P16581 whole entry, looked up): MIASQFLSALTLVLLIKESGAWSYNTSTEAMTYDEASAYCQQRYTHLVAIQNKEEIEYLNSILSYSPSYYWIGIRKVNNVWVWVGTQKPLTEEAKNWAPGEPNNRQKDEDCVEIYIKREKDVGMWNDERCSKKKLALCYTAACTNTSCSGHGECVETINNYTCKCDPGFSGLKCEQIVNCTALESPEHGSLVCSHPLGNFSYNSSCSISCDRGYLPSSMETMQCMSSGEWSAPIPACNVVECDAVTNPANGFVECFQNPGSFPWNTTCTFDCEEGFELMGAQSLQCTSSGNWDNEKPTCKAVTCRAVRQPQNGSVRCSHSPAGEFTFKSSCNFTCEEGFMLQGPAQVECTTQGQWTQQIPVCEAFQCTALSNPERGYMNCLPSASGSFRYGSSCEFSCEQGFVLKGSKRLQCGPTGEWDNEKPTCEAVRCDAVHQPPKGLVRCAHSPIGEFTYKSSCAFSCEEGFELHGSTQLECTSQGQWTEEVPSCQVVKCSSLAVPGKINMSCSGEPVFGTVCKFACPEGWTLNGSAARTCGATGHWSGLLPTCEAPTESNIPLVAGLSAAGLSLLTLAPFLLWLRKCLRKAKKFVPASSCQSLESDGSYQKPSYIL
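System: HUVEC / Compound: single concentration / Signal: immunofluorescence imaging / Read-out: percent E-selectin-positive cells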
RAD52 anneal inh: RAD52 DNA annealing inhibitors, primary screen, biochemical, FRET, single point, set 2. DNA repair protein RAD52 homolog (Homo sapiens), P43351. recombinant RAD52 DNA annealing, FRET fluorescence. inhibition, % at 18.7 µM. 360,000 tested, 0.46% active;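 active means every replicate showing at least 50% inhibition; inconclusive means mean inhibition at least 50% but not in every replicate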
ERAP1 HTS inh: human ERAP1 aminopeptidase inhibitors, primary screen, biochemical, single point, plate reader. Endoplasmic reticulum aminopeptidase 1 (Homo sapiens), Q9NZ08. recombinant ERAP1, Leu-AMC fluorescence, 60 min. inhibition, % at 10.7 µM. 340,000 tested, 0.15% active. AID 652197, 2013;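 active means mean replicate inhibition of at least 30%, or all replicates individually reaching that 30% level; inactive means mean below 30% and not every replicate reaching it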;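 further: 0% = neutral control wells and 100% = L-leucinethiol positive control wells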
ERp5 inh: inhibitors of ERp5-driven insulin aggregation, primary screen, biochemical, turbidity, absorbance 650 nm, single point; Protein disulfide-isomerase A6 (Homo sapiens), Q15084; 90 min; inhibition, % at 9.99 µM; 350,000 tested, 0.05% active;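 active means mean replicate inhibition above about 25%, with every replicate also reaching it, limit read from the data, passing the limit was not always enough; inconclusive means only one of those two criteria met; inactive means neither criterion met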
XiGFP reactiv: activators of inactive X chromosome reactivation, primary screen, imaging, XiGFP fibroblasts, GFP high-content imaging, set 2 | XiGFP mouse fibroblasts, % GFP-positive cells imaging, 3 d; cells co-treated with 5-aza-dC sensitizer; scaled so ellipticine positive control = 100% | activation, % at 7.58 µM | 360,000 tested, 0.055% active;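 active means mean normalized replicate activation at least 10% and every replicate at or above 10%; inconclusive means only one of the two criteria met; inactive means mean below 10% and not all replicates reach 10%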;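 further: 0% = median of on-plate neutral control wells and 100% = ellipticine 6 µM median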
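assay system = SV40-immortalized XiGFP fibroblast cells, line 68-5-11 | buffer or medium = DMEM plus 5-aza-dC sensitizer | doses = single-point pinned compound dosing | times = 3-day compound exposure, then 15 min fixation at room temperature | benchmarks = positive control ellipticine, 6 µM final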
RAD54 branch: inhibitors of human RAD54 branch migration, primary screen, biochemical, fluorescence, single point; RAD54 Holliday junction branch migration, FAM/BHQ fluorescence; AID 602329, 2012; 360,000 tested, 0.14% active; DNA repair and recombination protein RAD54-like (Homo sapiens), Q92698; inhibition, % at 10.4 µM;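 active means mean normalized replicate activity at least 40 and at least half of replicates scoring 40 or more; inconclusive means only one of the two criteria met; inactive means mean below 40 and under half of replicates reaching 40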;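 further: 0% = median of neutral control wells and 100% = median of positive control wells; inhibitors cause a drop in the FAM fluorescence signal; in these data hits start at about 50%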
esBAF inh: Bmi1 luciferase reporter increase in mESCs, primary screen, esBAF inhibitor project, mouse ES cells, Bmi1 luciferase knock-in, single point. 24 h; 100% = twice the neutral-well signal. reporter increase, % at 12.5 µM. 350,000 tested, 2% active; in the data active means activation above about 40%; inconclusive means no clear call, values can overlap the other calls;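 further: 0% = median of the plate's neutral control wells and 100% = double that signal; a rise in the Bmi1 reporter signal indicates esBAF inhibition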
S100A4 inh HTS: inhibitors of S100A4-myosin IIA peptide binding, primary screen, biochemical, fluorescence polarization, TAMRA-MyoIIA peptide | 360,000 tested, 0.14% active | AID 652163, 2013 | inhibition, % at 10.7 µM | Protein S100-A4 (Homo sapiens), P26447;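 active means mean inhibition of at least 70% across replicates, with every replicate also reaching that level; inconclusive means mean inhibition reaches 70% but some replicates fall short; inactive means mean inhibition below 70%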
Target sequence (P26447 whole entry, looked up): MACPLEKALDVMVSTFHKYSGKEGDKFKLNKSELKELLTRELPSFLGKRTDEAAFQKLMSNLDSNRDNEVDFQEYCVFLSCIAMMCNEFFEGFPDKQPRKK
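Test system: S100A4 monomer protein; Medium: HEPES pH 7.2 with CaCl2, KCl, NaCl, DTT, Triton; Probe or stimulus: TAMRA-labelled myosin IIA heavy-chain peptide probe, 5 nM; Doses: one dose per compound; Times: polarization read 5 min after assay mix addition, stable 5–60 min; Benchmarks: neutral control DMSO, positive control TFP.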
Active calls of the source: *; ? = inconclusive; . = no result given; & = joins results of further samples. This is a random part of the collection (roughly 2.5% active in at least one column).

The opening 3 compounds as a preview:
item	Compound	E-sel inducer	RAD52 anneal inh	ERAP1 HTS inh	ERp5 inh
1	COCCOC(=O)N1C(=O)[C@@]2(c3cc(C#CCC(C(=O)OC)C(=O)OC)ccc31)[C@H](c1ccccc1OCCO)N1[C@H](c3ccccc3)[C@H](c3ccccc3)OC(=O)[C@H]1[C@@H]2C(=O)NC[C@H](O)c1ccccc1	.	7	2	0
2	CCCCc1nc(SCC(=O)Nc2cccc(Cl)c2)n[nH]1	-0.1	-6	-6	-16
3	CC(C)C#Cc1ccc2c(c1)O[C@@H](CN(C)Cc1ccccn1)[C@H](C)CN([C@@H](C)CO)S2(=O)=O	0.2	-4	-2	-3

item	XiGFP reactiv	RAD54 branch	esBAF inh	S100A4 inh HTS
1	.	1	.	0
2	0.0	0	-3	6
3	-0.2	-17	7	3

This part in full, from the first entry:
item	Compound	E-sel inducer	RAD52 anneal inh	ERAP1 HTS inh	ERp5 inh
1	COCCOC(=O)N1C(=O)[C@@]2(c3cc(C#CCC(C(=O)OC)C(=O)OC)ccc31)[C@H](c1ccccc1OCCO)N1[C@H](c3ccccc3)[C@H](c3ccccc3)OC(=O)[C@H]1[C@@H]2C(=O)NC[C@H](O)c1ccccc1	.	7	2	0
2	CCCCc1nc(SCC(=O)Nc2cccc(Cl)c2)n[nH]1	-0.1	-6	-6	-16
3	CC(C)C#Cc1ccc2c(c1)O[C@@H](CN(C)Cc1ccccn1)[C@H](C)CN([C@@H](C)CO)S2(=O)=O	0.2	-4	-2	-3
4	COC(=O)[C@]12C[C@H](CC(=O)N3CCSCC3)C(=O)N(Cc3ccc4c(c3)OCO4)C1=C[C@H](COCc1ccccc1)O[C@@H]2C	0.1	-27	1	8
5	Cc1ccc(S(=O)(=O)Nc2ccc3c(c2)C(=O)N([C@@H](C)CO)C[C@@H](C)[C@@H](CN(C)Cc2ccc4c(c2)OCO4)O3)cc1	-0.5	16	3	-1
6	CN1CC(=O)N(C)c2nc(Br)n(C)c2C1=O	.	7	9	8
7	CCOc1cc(/C=N/NC(=O)c2cccnc2)ccc1OC(=O)c1ccco1	-0.5	-7	-2	2
8	COc1ccc(CN(C)C[C@H]2OCCCC[C@@H](C)Oc3ccc(NS(=O)(=O)c4ccc(F)cc4)cc3C(=O)N([C@@H](C)CO)C[C@H]2C)cc1	.	42	-4	3
9	CCN(CC(=O)N1CCCC1)S(=O)(=O)c1ccc(Br)cc1	.	1	-2	-1
10	Oc1ccc(O)c(Cc2nc3ccccc3[nH]2)c1	.	0	-3	-4
11	CCCCn1nnnc1C(c1ccccc1OC(F)(F)F)N1CCN(C/C=C/c2ccccc2)CC1 (stereo unspecified)	-0.7	-21	.	9
12	CCNC(=O)C[C@@H]1CC[C@@H]2[C@H](COC[C@@H](O)CN2C(=O)C2CCOCC2)O1	-0.2	-61	0	0
13	N#Cc1ccc(NC(=O)COC(=O)CCc2ccc(S(=O)(=O)N3CCCCC3)cc2)cc1	-0.3	-161	-4	3
14	O=C(N[C@H]1CC[C@@H](CCNS(=O)(=O)Cc2ccccc2)O[C@H]1CO)c1ccc2c(c1)OCO2	-0.1	-4	-1	3
15	CO[C@@H]1CN(C)C(=O)c2cc(NC(=O)C3CCC3)ccc2OC[C@@H](C)N(C(=O)NC(C)C)C[C@@H]1C	-0.1	4	-1	-1

item	XiGFP reactiv	RAD54 branch	esBAF inh	S100A4 inh HTS
1	.	1	.	0
2	0.0	0	-3	6
3	-0.2	-17	7	3
4	0.1	.	.	-6
5	-0.9	-4	0	-5
6	.	2	-3	0
7	-0.3	-12	-1	-2
8	0.0	5	0	7
9	0.1	-8	-4	-3
10	0.2	.	.	1
11	0.1	7	-3	-15
12	0.1	-9	8	-40
13	-0.3	.	.	2
14	0.2	-1	-5	5
15	-0.6	-6	1	6

The list continues:
item	Compound	E-sel inducer	RAD52 anneal inh	ERAP1 HTS inh	ERp5 inh
16	CCN1C[C@@H]2[C@@H]3C(=O)N(C)C(=O)[C@@H]3[C@](CC)(C1=O)N2C(=O)c1ccc(Cl)cc1	0.2	-8	-1	?
17	Cc1c(NS(=O)(=O)c2ccc(S(=O)(=O)c3ccccc3)s2)c(=O)n(-c2ccccc2)n1C	-0.2	-19	.	-3
18	COc1ccc(NC2CCCN(C(=O)CCC(=O)c3ccc(F)cc3)C2)cc1 (stereo unspecified)	-0.3	-3	2	3
19	Cc1ccc(S(=O)(=O)N/N=C\c2ccc(Cl)c([N+](=O)[O-])c2)cc1	.	9	-2	5
20	O=C(COc1ccc(Cl)cc1)N(Cc1ccc(F)cc1)C1CCS(=O)(=O)C1 (stereo unspecified)	.	1	1	3
21	CSc1ccc(S(=O)(=O)NCC(=O)OCC(=O)N(C)CC(=O)Nc2ccccc2Cl)cc1[N+](=O)[O-]	2.5	-11	3	6
22	O=C(Nc1ccc(S(=O)(=O)N2CCOCC2)cc1)c1cccc([N+](=O)[O-])c1	.	-8	2	5
23	O=C(NC(Cc1ccccc1)C(=O)NCCc1ccccn1)c1ccccc1 (stereo unspecified)	.	0	-1	0
24	O=C(/C=C/c1cn(-c2ccccc2)nc1-c1cccnc1)c1ccco1	-4.9	-14	0	1
25	O=C(CN1CCN(c2ccccc2F)CC1)NC(=O)NC1CCCCC1	-0.1	-13	4	6
26	Cc1ccc(-c2csc(NC(=O)C[n+]3cc(-c4ccc(C)cc4)n4c3CCC4)n2)cc1	-0.4	26	17	-5
27	OC(COc1ccc(Br)cc1)CN1CCC(Cc2ccccc2)CC1 (stereo unspecified)	.	17	-9	5
28	Cc1cccc(C)c1-n1nnnc1SCc1nc(N)nc(N(C)C)n1	.	-15	-1	-4
29	COc1ccc(S(=O)(=O)N(C)C[C@@H]2Oc3ccc(NC(=O)Nc4cccc5ccccc45)cc3C(=O)N([C@@H](C)CO)C[C@@H]2C)cc1	0.0	15	-6	3
30	C#CCOCCOCCOCCNc1nc(N2CCN(C(=O)CCCCCCCCCCNC(=O)Cn3cc(CCCCCN)nn3)CC2)nc(N2CCN(C(=O)CCCCCCCCCCNC(=O)[C@@H](CCSC)n3cc(CCO)nn3)CC2)n1	.	52*	-5	-1

item	XiGFP reactiv	RAD54 branch	esBAF inh	S100A4 inh HTS
16	0.0	-2	4	-3
17	0.2	.	.	-12
18	0.0	-5	.	-4
19	.	-7	0	-2
20	0.0	2	4	-4
21	0.0	-4	-10	0
22	0.2	-2	6	-7
23	0.0	-9	-4	3
24	-0.1	.	.	-2
25	0.3	-8	-5	-2
26	0.0	.	18	1
27	0.0	-11	2	-2
28	0.2	-12&-3	-1	-1
29	0.0	.	.	-7
30	.	0	9	-3

The results go on:
item	Compound	E-sel inducer	RAD52 anneal inh	ERAP1 HTS inh	ERp5 inh
31	CC(C)CC#Cc1cnc2c(c1)C(=O)N([C@@H](C)CO)C[C@H](C)[C@@H](CN(C)S(=O)(=O)c1cn(C)cn1)O2	0.8	-5	-3	-12
32	CC(=O)N1CCC(C(=O)N2c3ccccc3N=C(c3ccc(C(F)(F)F)cc3)C2C(=O)NC2CCCC2)CC1 (stereo unspecified)	0.1	-1	0	3
33	CN(C)CC(=O)N1[C@H](C#N)[C@@H](c2ccc(-c3ccccc3F)cc2)[C@@H]1CO	-0.4	-54	-1	-5
34	CCCCn1c(N)c(N(CCOC)C(=O)COC(=O)COc2ccccc2C#N)c(=O)[nH]c1=O	0.1	0	3	11
35	COc1ccc(-c2nc(CSCC(=O)N3CCN(c4cccc(C)c4)C(C)C3)c(C)o2)cc1OC (stereo unspecified)	.	-37	4	-6
36	COCCNCC1C(Oc2ccc(Cl)cc2)C(=O)N1c1ccccc1C (stereo unspecified)	6.1	-10	4	1
37	CSc1ccc(C2=CC(=O)C[C@H](c3ccc(F)cc3)C2)cc1	0.0	-19	-1	-3
38	NS(=O)(=O)c1ccc(CCNc2ccn3nc(-c4ccc(OCCN5CCOCC5)cc4)cc3n2)cc1	-0.1	8	3	0
39	CCCC#Cc1ccc2c(c1)O[C@H](CN(C)Cc1ccc3c(c1)OCO3)[C@@H](C)CN([C@H](C)CO)S2(=O)=O	-0.3	9	1	-1
40	Cc1[nH]nc2c1C(c1c[nH]c3ccccc13)C(C#N)=C(N)O2 (stereo unspecified)	0.5	5	-4	-1
41	Cc1nc2c(cnn2-c2ccccc2)c(=O)[nH]1	.	-4	-3	3
42	Cc1cc(C)n2nc(SCC(=O)Nc3ccccc3C)nc2n1	.	-20	-4	7
43	Cc1ccc2oc(C(=O)Nc3nonc3C)c(C)c2c1	0.7	-6	-4	3
44	COc1ccc(-c2cc(C(F)(F)F)nc(NCc3cccs3)n2)cc1	.	-4	2	-3
45	Nc1nc(-c2cc3c(cc2Cl)OCCO3)cs1	.	-10	1	-1

item	XiGFP reactiv	RAD54 branch	esBAF inh	S100A4 inh HTS
31	-1.3	-4	-5	-29
32	0.5	.	.	2
33	0.4	-17	-9	17
34	0.2	-7	.	1
35	-0.1	-3	-3	-10
36	0.0	.	-15	3
37	0.0	-1	0	15
38	0.1	4	8	-1
39	-1.1	-7	-15	3
40	0.0	2	.	7
41	0.0	.	.	-2
42	0.0	1	-3	-1
43	0.2	6	36	3
44	-0.1	.	-3	-8
45	0.0	-2	15	11

Additional results follow.
item	Compound	E-sel inducer	RAD52 anneal inh	ERAP1 HTS inh	ERp5 inh
46	C[C@@H]1CN([C@H](C)CO)C(=O)c2cc(NC(=O)CCC(F)(F)F)ccc2O[C@@H]1CN(C)S(=O)(=O)c1ccc(F)cc1	0.1	-17	-1	-4
47	COc1ccc(N2C(=O)CN(Cc3ccc(OC)c(OC)c3)C2=S)cc1	-0.1	-5	-1	-6
48	Cc1cc(Nc2cccc(C(=O)O)c2)n2ncnc2n1	.	-15	-3	0
49	Cc1cccc(Nc2nnc(SCC3CCCCO3)s2)c1C (stereo unspecified)	.	9	-2	2
50	CC(C)NC(=O)N[C@H]1C=C[C@H](CC(=O)NCCN2CCCC2)O[C@H]1CO	0.0	-9	-1	-1
51	CC1OC2CC(=O)OC2C2=C1C(=O)c1c(O)cccc1C2=O (stereo unspecified)	.	-14	21	-2
52	C[C@@H]1CCCCO[C@H](CN(C)Cc2ccc(C(=O)O)cc2)[C@H](C)CN([C@H](C)CO)C(=O)c2cc(NC(=O)Cc3ccccc3)ccc2O1	0.0	1	-1	4

item	XiGFP reactiv	RAD54 branch	esBAF inh	S100A4 inh HTS
46	-0.2	9	-7	9
47	0.1	5	-3	-4
48	0.2	-1	0	-4
49	0.0	.	.	-4
50	0.5	10	3	4
51	.	4	-85	-18
52	0.0	-2	-1	-2
